KLF5 inh – inhibitors of KLF5 expression; DLD-1 KLF5 promoter-luciferase reporter, luminescence; inhibition, % at 5 µM; 290,000 tested, 0.23% active; AID 1700;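 active = inhibition above a per-plate limit of that plate's mean compound inhibition plus 3 SD, cut at about 60% in these data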;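 note: 0% = DMSO wells and 100% = LY294002 at 200 µM; higher means less KLF5 promoter-driven luciferase light; inactives centre near -14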
TRPC6 inhibitor – mouse TRPC6 channel inhibition; 310,000 tested, 1.1% active; B-score at 10 µM; HEK293-TRPC6, membrane potential dye, ACh-evoked depolarization; hits give low values;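 active = B-score under library mean minus 3 SD, initial fluorescence not abnormally high, positive integrated signal ratio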;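 note: B-score derived from integrated fluorescence ratio over the kinetic read; more negative B-score means stronger inhibition of depolarization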
Target sequence (Q61143 whole entry, looked up): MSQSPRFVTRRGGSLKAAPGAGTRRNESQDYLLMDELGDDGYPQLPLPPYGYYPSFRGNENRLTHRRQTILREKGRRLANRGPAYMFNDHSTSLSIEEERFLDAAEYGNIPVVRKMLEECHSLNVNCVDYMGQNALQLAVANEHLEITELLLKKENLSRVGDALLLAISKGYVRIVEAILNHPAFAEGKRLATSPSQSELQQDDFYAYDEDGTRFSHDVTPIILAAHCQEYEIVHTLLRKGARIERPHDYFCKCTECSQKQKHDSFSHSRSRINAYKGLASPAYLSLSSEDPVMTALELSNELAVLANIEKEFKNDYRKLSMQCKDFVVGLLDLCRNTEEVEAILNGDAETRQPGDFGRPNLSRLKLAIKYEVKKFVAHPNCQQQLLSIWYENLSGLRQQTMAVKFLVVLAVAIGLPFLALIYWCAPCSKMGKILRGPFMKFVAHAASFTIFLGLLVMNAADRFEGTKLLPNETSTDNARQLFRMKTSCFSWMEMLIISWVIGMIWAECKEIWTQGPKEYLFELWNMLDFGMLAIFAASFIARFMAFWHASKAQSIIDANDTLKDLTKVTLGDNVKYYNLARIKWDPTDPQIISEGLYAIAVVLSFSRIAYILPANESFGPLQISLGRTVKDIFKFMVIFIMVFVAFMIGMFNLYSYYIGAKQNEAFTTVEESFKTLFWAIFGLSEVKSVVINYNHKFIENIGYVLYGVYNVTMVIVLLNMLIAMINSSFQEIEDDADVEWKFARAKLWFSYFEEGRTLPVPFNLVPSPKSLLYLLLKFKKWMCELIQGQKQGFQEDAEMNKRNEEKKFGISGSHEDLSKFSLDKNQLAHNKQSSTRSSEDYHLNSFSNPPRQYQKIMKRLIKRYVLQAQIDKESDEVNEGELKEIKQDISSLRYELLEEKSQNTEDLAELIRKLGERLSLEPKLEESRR
TRPC4 block – blocks the mouse TRPC4 cation channel; B-score at 10 µM; Q9QUQ5; HEK293 TRPC4beta/mu-opioid, DAMGO-evoked Fluo4 calcium flux; hits give low values; AID 2247; 300,000 tested, 0.39% active;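 active = B-score over 3 SD under the library average, no early fluorescence shift, positive overall ratio signal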
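Material: HEK293 cells with stable TRPC4beta plus mu-opioid receptor expression; probe or stimulus: DAMGO in two steps, submaximal then maximal; technique: Fluo4 calcium fluorescence by kinetic imaging, 5 s 1 Hz baseline; measure: integrated fluorescence ratio relative to baseline, converted to per-well B score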
TRPC6 act – activates the mouse TRPC6 cation channel; 310,000 tested, 0.13% active; B-score at 10 µM; Q61143; HEK293-TRPC6 membrane potential dye fluorescence; hits give high values; AID 2550;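 active = B-score of the integrated fluorescence ratio above library mean plus 3 SD, and starting fluorescence ratio within library mean plus 5 SD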;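 note: higher score means more depolarization so channel activation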
TRPC4 act – opens the mouse TRPC4 cation channel. Q9QUQ5. HEK293 TRPC4beta/mu-opioid, Fluo4 calcium fluorescence; hits give high values. B-score at 10 µM. 310,000 tested, 0.49% active;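 active = B-score above 5 SD of library B-scores, and initial fluorescence ratio not above library mean plus 5 SD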;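 note: positive B-score marks a calcium rise read as TRPC4 activation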
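Technique: kinetic Fluo4 calcium fluorescence; Test system: TRPC4beta and mu-opioid receptor HEK293 stable cells; Measure: B-scored integrated calcium fluorescence ratio; Benchmarks: low control buffer alone, high control maximal DAMGO; Schedule: 45 min room-temperature Fluo4 loading, 110 s read.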
TRPC4 PAM – TRPC4 (mouse) allosteric potentiation; HEK293 TRPC4beta/mu-opioid, DAMGO EC20, Fluo-4 Ca2+ flux; hits give high values; Q9QUQ5; B-score at 10 µM; AID 2227; 310,000 tested, 0.42% active;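 active = B-score of calcium response area above 5 SD of library B-scores, with initial fluorescence ratio within 5 SD of library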;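 note: B-score of integrated fluorescence ratio over time as area under calcium response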
HIF act – HIF pathway transcriptional activation; U2OS HRE-luciferase reporter, luminescence; normalized: DMSO 0%, desferrioxamine 100%; activation, % at 7.5 µM (by protocol); 300,000 tested, 0.32% active; AID 1910;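 active = mean activation of at least 10% of the iron chelator positive control signal, with at least half of replicates also reaching 10%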
aSyn UTR inh – 5' untranslated region of α-synuclein, MLPCN primary screen; alpha-synuclein 5'UTR reporter, inhibitor activity; AID 1813; 300,000 tested, 0.82% active; inhibition, % (tested at 7.5 µM); in the data active = inhibition above about 60%;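 note: H4 neuroglioblastoma cells stably carrying SNCA 5'UTR luciferase fusion; 0% = DMSO wells and 100% = positive control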
MrgX1 antag – human MrgX1 receptor antagonism, primary screen. B-score at 10 µM. AID 588676. MRGX1-HEK293 calcium flux, Fluo-4, BAM8-22 antagonism; hits give low values. 310,000 tested, 1.3% active. Q96LB2;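 active = calcium-response B-score plate-corrected more than 3 library SD below zero, starting fluorescence within 5 deviations, no agonist response on first addition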;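 note: peak minus trough fluorescence over baseline after final BAM8-22 challenge near maximal dose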
SKKanGAS inh – blocks kanamycin growth of S. pyogenes SKKanGAS strain | BacTiter-Glo, 6 h | inhibition, % at 7.5 µM | 300,000 tested, 1.3% active | AID 1662;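 active = mean replicate score, as percent of positive control median, at least 50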;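 note: strain carries kanamycin resistance gene driven by streptokinase promoter and grows in 40 µg/ml kanamycin; loss of luminescence reflects streptokinase promoter inhibition or plain growth inhibition; 0% = median of DMSO wells and 100% = positive control at its reference dose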
IEC-6 tox – IEC-6 cytotoxicity, counter-screen for KLF5 inhibitors. luminescence viability. inhibition, % at 5 µM. 290,000 tested, 0.78% active. AID 1825; in the data active = inhibition above about 22%;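 note: 0% = plate median of test compound wells and 100% = cytotoxic reference compound wells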
The depositor's hits bear a star; i = inactive; x = not tested or not shown. Random draw from the library (roughly 5.8% active in at least one column).

SMILES	KLF5 inh	TRPC6 inhibitor	TRPC4 block	TRPC6 act	TRPC4 act	TRPC4 PAM	HIF act	aSyn UTR inh	MrgX1 antag	SKKanGAS inh	IEC-6 tox
CCC(C)NC(=O)Cn1cc(S(=O)(=O)N2CCCC2)c(S(=O)(=O)N2CCCC2)c1 (stereo not drawn)	-24	i	i	i	i	i	-0.1	10	i	0	5
CC1CC(C)(C)CC2(C1)NC(=O)N(CC(=O)NCCc1ccc3c(c1)OCCO3)C2=O (stereo not drawn)	-7	i	i	i	i	i	-0.5	6	i	5	-1
Cc1cc(C(=O)NCc2cccc(Cl)c2)c2ccccc2n1	-46	i	i	i	i	i	-1.0	-3	i	4	-1
COc1cc2[nH]c(=O)c(C(=O)NCCCN3CCOCC3)c(O)c2cc1OC	-41	i	i	i	i	i	-0.4	1	i	-4	1
CCCN1CCC(NC(=S)Nc2ccc(S(N)(=O)=O)cc2)CC1	-36	i	i	i	i	i	-0.1	10	i	4	4
Cc1ccc2c(c1)N(S(=O)(=O)c1ccc(CN3C(=O)c4cccnc4C3=O)cc1)CCO2	-1	i	i	i	i	i	0.1	-1	i	-7	2
CCOc1ccccc1C1c2cc3c(cc2OC(C)(N2CCCC2)C1C)OCO3 (stereo not drawn)	x	i	i	i	i	i	0.1	-21	i	-3	x
COc1ccc(C(=O)Nc2ccc(C(=O)N3CCCC3)cc2)cc1[N+](=O)[O-]	-2	i	i	i	i	i	0.2	7	i	-9	-2
CC(C)CC(NC(=O)C1CCC(=O)N1)C(=O)NC(CC(C)C)C(=O)N1CCCC1C(N)=O (stereo not drawn)	-10	i	i	i	i	i	-2.2	16	i	1	-3
CN1CCN(c2ccc(CNC(=O)c3ccco3)cc2)CC1	-11	i	i	i	i	i	x	x	i	4	-1
CCOC(=O)C1(CC)NC(c2ccco2)C2C(=O)N(CC)C(=O)C21 (stereo not drawn)	4	i	i	i	i	i	-0.9	1	i	-5	3
Cc1sc(-c2ccncc2)nc1OC(=O)c1ccc(F)cc1F	-18	i	i	i	i	i	0.6	-4	i	-4	-3
O=C(NC1CCCCC1)c1ccc(COCC(F)(F)F)o1	-19	i	i	i	i	i	-0.8	-2	i	-5	0
S=C(c1ccc(-c2ccccc2)o1)N1CCCCC1	-97	i	i	i	i	i	0.6	-113	i	2	2
Cc1nc2c(S(=O)(=O)c3ccccc3)cnn2c(C)c1C	-18	i	i	i	i	i	-0.4	12	i	8	-3
CCC(C)C1NC(=S)N(C2CCCCC2)C1=O (stereo not drawn)	-16	i	i	i	i	i	-0.5	31	i	1	8
CC(=O)c1cn(-c2ccc(Cl)cc2)c(=O)n(Cc2ccc(F)cc2)c1=O	-13	i	i	i	i	i	-0.4	16	-7.9*	-2	2
CC(=O)c1cccc(OCc2cc(C(=O)N(C)Cc3cnccn3)no2)c1	-107	i	i	i	i	i	4.0	-85	i	0	-9
CCOC(=O)c1cc(-c2ccccc2)n(CC(=O)Nc2cc(OC)cc(OC)c2)c1C	13	i	i	i	i	i	-0.1	-12	i	24	-1
C=CCn1c(Oc2ccccc2F)nc2c1c(=O)n(C)c(=O)n2C	-45	i	i	i	i	i	-0.1	10	i	7	-2
CN(C)C(=O)NC(Nc1ccc(Cl)cc1Cl)C(Cl)(Cl)Cl (stereo not drawn)	2	i	i	i	i	i	0.1	13	i	0	4
Cc1ccc(N2CC(=O)N(NC(=O)c3sc4nc(C)cc(C)c4c3N)CC2=O)cc1	-3	i	i	i	i	i	-0.3	0	i	-10	-3
O=C(CSc1nc(-c2ccco2)cc(C(F)(F)F)n1)NCCN1CCOCC1	-11	i	i	i	i	i	0.0	14	i	1	2
O=C(CC1OCC2CCCN2C1=O)Nc1ccc([N+](=O)[O-])cc1 (stereo not drawn)	-4	i	i	i	i	i	-0.1	-3	i	-1	-2
Cc1ccc([N+](=O)[O-])cc1NC(=O)C1CCCC1	-20	i	i	i	i	i	0.5	17	i	11	-6

Other entries follow.
SMILES	KLF5 inh	TRPC6 inhibitor	TRPC4 block	TRPC6 act	TRPC4 act	TRPC4 PAM	HIF act	aSyn UTR inh	MrgX1 antag	SKKanGAS inh	IEC-6 tox
O=C1CC(=O)Nc2cc(S(=O)(=O)N3CCOc4ccccc43)ccc2N1	4	i	i	i	i	i	0.0	11	i	-6	-7
C=CCSc1nc2c(c(=N)n1CC=C)C1CCCC1S2 (stereo not drawn)	-19	i	i	i	i	i	-0.3	-9	i	10	9
Nc1ncnc2c1ncn2[C@@H]1O[C@H](CO)C[C@@H]1O	9	i	i	i	i	i	-0.1	5	i	13	66*
N#C/C(=C\C=C\c1ccccc1)C(=O)Nc1ccccc1	-20	i	i	i	i	i	-0.2	-32	i	3	-1
CC1(C)CC(=O)C(C(c2ccccc2F)C2C(=O)CC(C)(C)CC2=O)C(=O)C1	-51	i	i	i	i	i	-0.3	-25	i	0	0
CC1=CCC2C(=O)N(c3cccc(C(=O)Nc4ccccc4Cl)c3)C(=O)C2C1 (stereo not drawn)	-24	i	i	i	i	i	0.3	-2	i	11	3
N=c1n(CCN2CCCC2)c2ccccc2n1CC(O)c1ccc(Cl)c(Cl)c1 (stereo not drawn)	0	-5.8*	i	i	i	i	-0.1	-45	i	-4	101*
S=c1[nH]nc(COc2ccc(Cl)cc2)n1-c1ccc(Cl)cc1	-9	i	i	i	i	i	0.2	16	i	10	12
Cc1cc(=O)oc2c(C)c(OC(C)C(=O)NCCCn3ccnc3)ccc12 (stereo not drawn)	-10	i	i	i	i	i	-0.3	0	i	-5	-4
Cc1cc(C)nc(NC(=O)c2ccc([N+](=O)[O-])o2)n1	-26	i	i	i	i	i	0.3	20	i	5	4
O=C(Nc1ccc(F)cc1)N(Cc1nnc2n1CCCCC2)c1ccccc1	-33	i	i	i	i	i	-0.5	13	i	6	6
COc1cccc(OC)c1C(=O)N1CCN(Cc2cccnc2)CC1	0	i	i	i	i	i	-1.4	13	i	5	-3
COCCNC(=O)CN1CCN(C(c2ccccc2)c2ccccc2)CC1	-12	i	i	i	i	i	-0.1	-2	i	2	0
Cc1ccc(C)c(C(=O)Cn2c(NCCO)nc3ccccc32)c1	-28	i	i	i	i	i	-10	3	i	-1	-6
Cc1ccc(S(=O)(=O)NCC2(c3ccccc3)CCN(C)CC2)cc1	-43	i	i	i	i	i	-0.1	21	i	3	-10
COC(=O)C1=CN(Cc2ccc(OC)cc2)C=C(C(=O)OC)C1c1ccc(O)c(OC)c1	-12	i	i	i	i	i	0.8	25	i	-1	5
Cc1cc(NC(=O)C(C)Sc2nc(-c3ccccc3)cc(=O)[nH]2)no1 (stereo not drawn)	0	i	i	i	i	i	0.1	-18	i	2	-4
CCOC(=O)/C(C#N)=C/c1cc(C)n(-c2ccc(C)cc2)c1C	-13	i	i	i	i	i	2.8	-130	i	3	1
CCC(C(=O)NCC1CCCO1)N(Cc1ccccc1)C(=O)CNS(=O)(=O)c1ccccc1 (stereo not drawn)	-18	i	i	i	i	i	-0.3	-27	i	0	4
O=C(NCc1ccc(Cl)cc1)C(=O)c1c[nH]c2ccccc12	-15	i	i	i	i	i	0.3	-25	i	-1	3
COc1nc(N)nc(CC(=O)C2CC2)n1	-23	i	i	i	i	i	0.0	5	i	1	2
CC(=O)N1CCc2cc(Br)cc(S(=O)(=O)N3CCCCCC3)c21	-41	i	i	i	i	i	-19	23	i	4	-4
CCOc1cc(C2C(C(=O)OC)=C(C)N=C3SC(C)C(=O)N32)ccc1OC(C)=O (stereo not drawn)	-39	i	x	i	i	i	-0.2	1	i	-2	-9
COc1nc(OC)nc(N2CCC(C(=O)Nc3cccc4c3CCCC4)CC2)n1	-21	i	i	i	i	i	-0.6	-10	i	6	4
O=C(CCNS(=O)(=O)c1ccc(Br)cc1)NCc1ccco1	x	i	i	i	i	i	-0.2	-17	i	19	x

Continued:
SMILES	KLF5 inh	TRPC6 inhibitor	TRPC4 block	TRPC6 act	TRPC4 act	TRPC4 PAM	HIF act	aSyn UTR inh	MrgX1 antag	SKKanGAS inh	IEC-6 tox
Cc1ccc(Sc2ccc(N)cn2)cc1	0	i	i	i	i	i	x	x	i	-3	-6
CC(C)Oc1cc2oc(=O)c3c(c2cc1Cl)CCC3	4	i	i	i	i	i	-17	-7	i	-3	-3
CCOCCCNc1nc2c(c(=O)[nH]c(=O)n2C)n1CCCc1ccccc1	-4	i	i	i	i	i	-0.2	-7	i	-5	7
CC(C)Sc1nnc([C@H](Cc2c[nH]c3ccccc23)NC(=O)OC(C)(C)C)o1	-34	i	i	i	i	i	-0.3	14	i	1	-2
COc1ccccc1CNC(=O)/C=C/c1cc2c(cc1Br)OCO2	-41	i	i	i	i	i	-0.1	2	i	-10	-4
Cc1oc(-c2cccc(Cl)c2)nc1CN1CCC(C(=O)N2CCN(c3ccccc3F)CC2)CC1	-18	i	i	i	i	i	-0.4	6	i	6	0
CC(C)OC(=O)Cc1nc2sc(-c3ccccc3)cc2c(=O)[nH]1	-82	i	i	i	i	i	4.5	-87	i	22	-1
Cn1nccc1C(=O)Nc1sc2c(c1C(N)=O)CCCC2	-34	i	i	i	i	i	1.9	-126	i	-10	-6
CC(=O)c1ccc(N2Cc3ccccc3/C2=N\C(=O)Nc2ccc(Cl)cc2)cc1	-98	i	i	i	i	i	4.1	-49	i	7	14
COc1ccc(C2SCC(=O)N2c2ccc(C)cc2)cc1 (stereo not drawn)	-21	i	i	i	i	i	0.3	-9	i	0	3
N#Cc1cc2ccc(N3CCOCC3)cc2cc1C#N	4	i	i	i	i	i	2.0	-73	i	5	9
Cc1nn(Cc2ccc(F)cc2)c(C)c1NC(=O)c1noc2c1CCc1ccccc1-2	-35	i	i	i	i	i	0.1	-14	i	10	5
CCC(C)NC(=O)Cn1cnc2sc(C)cc2c1=O (stereo not drawn)	-22	i	i	i	i	i	-0.3	7	i	-2	4
O=C(c1ccccc1-c1nc(-c2ccccc2)no1)N1CCOCC1	-17	i	i	i	i	i	0.4	-43	i	1	3
N#CCOc1ccccc1/C=C/c1nc2ccccc2c(=O)[nH]1	-163	i	i	i	i	i	2.3	-115	i	12	1
COc1cccc(-n2c(COc3ccc(C)cc3)nnc2SCC(=O)O)c1	-12	i	i	i	i	i	-0.6	12	i	7	-6

Assay outcomes deposited in PubChem by several laboratories.
